Bioassay records deposited in PubChem by National Center for Advancing Translational Sciences (NCATS).
aSyn yeast rescue: inhibitors of alpha-synuclein toxicity in yeast; actives 0.02% (n = 94,000); S. cerevisiae alpha-synuclein toxicity rescue, BacTiter-Glo growth, 24 h; Potency, µM (series often up to 46.1 µM), for inactives: top-dose growth rescue (activation), hits mostly activators; AID 1347070; active means well fitted activation curve with a large enough effect; inconclusive means small, poorly fitted or top-dose-only effect; further: 0% is about no effect
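Growth restoration measured by BacTiter-Glo luminescence after 24 hr at 30 deg C; alpha-synuclein yeast, raffinose-pregrown to mid-log, were added at OD600=0.02 in galactose medium onto pinned compounds.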
* marks the source's active call; other numbers are inactive results; u = inconclusive; & = joins results of further samples; [ ] = dose if it differs, or a comment. Potency means the concentration at half of the fitted maximal effect. The list is partial (hit frequency here may not be typical).

SMILES | aSyn yeast rescue
CCN(CC)S(=O)(=O)c1ccc(NC=C(C#N)C#N)cc1 | -4%
CC(C)c1ccc(C2(C)NC(=O)N(C(C)C(=O)Nc3ccc(N4CCOCC4)cc3)C2=O)cc1 (stereo unspecified) | 5%
CCCNC(=O)c1ccc2c(c1)nc(C)n2-c1cccc(C)c1 | -7%
CCN(Cc1ccccc1)C(=O)CN1C(=O)COc2ccc(S(=O)(=O)NC3CCCC3)cc21 | -10%
O=C(Nc1ccc(OC(F)(F)F)cc1)C1CCCN(S(=O)(=O)c2ccc(Br)s2)C1 (stereo unspecified) | 9%
C/C(=N\NC(=O)COc1ccccc1[N+](=O)[O-])c1cccs1 | -6%
Cc1cc(C)cc(NS(=O)(=O)c2ccc3[nH]cc(C(=O)NCc4ccccc4Cl)c(=O)c3c2)c1 | 3%
CCOc1ccccc1CNC(=O)c1c(C)oc2ncnc(N3CCOCC3)c12 | 7%
COc1ccc(C(=O)OC(C)C(=O)NC(C)CCc2ccccc2)cc1[N+](=O)[O-] (stereo unspecified) | 1%
COc1ccc(-c2[nH]nc3nc(-c4cc(OC)c(OC)c(OC)c4)cc(C(=O)O)c23)cc1 | 1%
CCOc1ccc(S(=O)(=O)N2CCCC(C(=O)NCc3ccncc3)C2)cc1C (stereo unspecified) | 14%
Cc1ccc([C@H]2C[C@@H](n3cc(COC(=O)c4ccccc4)nn3)[C@H](O)CN2CC2CCCCC2)cc1 | -8%
COc1ccccc1N1CCCSC1=Nc1ccccc1 | 4%
COc1cccc(NC(=S)N2CCCC2c2ccc(OC)c(OC)c2)c1 (stereo unspecified) | -11%
C[C@H]1CN([C@@H](C)CO)C(=O)CCCn2cc(nn2)CO[C@@H]1CN(C)C(=O)Nc1ccc(C(F)(F)F)cc1 | -8%
CCN(C(=O)Cn1c(=O)oc2cc(S(=O)(=O)N3CCCCCC3)ccc21)c1cccc(C)c1 | 0%
C/C(=N\NC(=O)c1ccc(O)cc1)c1cccc(NC(=O)c2ccc(Cl)cc2)c1 | 13%
O=C(N/N=C/c1sc(=O)[nH]c1-[n+]1ccccc1)c1ccccc1[O-] | -19%
CCCN(Cc1cccs1)C(=O)Nc1ccc(Br)cc1F | -10%
CCOc1ccccc1NC(=O)c1nnn(CC(=O)Nc2ccccc2CC)c1N | 8%
COc1cccc(CNC(=O)CN2C(=O)COc3ccc(S(=O)(=O)Nc4ccccc4)cc32)c1 | -10%
Cc1c(NC(=O)CSC(=S)N2CCCC2)c(=O)n(-c2ccccc2)n1C | -8%
CC1CCCCN1C(=O)c1cc2c(=O)n3ccccc3nc2s1 (stereo unspecified) | 3%
CCCN(CCC)S(=O)(=O)c1ccc(Cl)c([N+](=O)[O-])c1 | -2%
Cc1cc(C(=O)CCC(=O)Nc2cccc(F)c2)c(C)s1 | 12%
CCCCCC(=O)N1C[C@@H](n2cc(-c3ccc(F)cc3)nn2)[C@H](O)C[C@@H]1c1ccc(OC)cc1 | -6%
COc1ccc(NC(=O)CCNS(=O)(=O)c2cccc3nonc23)cc1 | 6%&3%
COc1ccc(CN2C(=O)C(CC(=O)NC3CCCC3)CC(C(=O)N(C(C)C)C(C)C)=C2C)cc1 (stereo unspecified) | -8%
O=C(CCCCCn1c(=O)[nH]c2ccccc2c1=O)N1CCN(c2ccc(Cl)cc2)CC1 | -1%
COc1ccc(CN(C)C(=O)c2[nH]c(C)c(C(C)=O)c2C)c(OC)c1OC | 5%
COc1ccc(-c2noc(CSc3nc4ccc(C)cc4[nH]3)n2)cc1 | 2%
O=C(COc1ccc(S(=O)(=O)N2CCCC2)cc1)N1CCN(c2ccccc2F)CC1 | 10%
Cc1ccc(-n2ncc(C(=O)N3CCN(C4CCCCC4)CC3)c2C2CCN(C(=O)OC(C)(C)C)CC2)cc1 | 3%
COC(=O)Cc1c(C)c2cc3c(c(C)c2oc1=O)OCN(CCc1ccc(F)cc1)C3 | 8%
CC1(C)Cc2c(c(N3CCOCC3)nc3sc4c(NCC5CCCO5)nnnc4c23)CS1 (stereo unspecified) | 4%
Cc1ccc(/C=C/C(=O)Nc2nc(-c3cccs3)ns2)cc1 | -2%
Cc1nnc(NC(=O)c2ccc(S(=O)(=O)N3CC(C)CC(C)C3)cc2)o1 (stereo unspecified) | u
Cc1cc(C)n2nc(C(=O)OCC(=O)NNC(=O)c3ccc(Cl)cc3)nc2n1 | 3%
C/C(Cc1ccccc1)=N\NC(=O)CNC(=O)c1ccccc1O | 5%
Cc1cccc(C2NC(=O)c3c(sc4c3CCN(C)C4)N2)c1O (stereo unspecified) | 0%
COc1ccc(CN(C(=O)c2cccc(OC)c2)C2CCS(=O)(=O)C2)cc1 (stereo unspecified) | -1%
COc1ccccc1N(CC(=O)NCC1CCCO1)C(=O)Cn1nnc(-c2cccs2)n1 (stereo unspecified) | -6%
COc1ccc(OC)c2c1sc(=NC(=O)c1cccc(N3C(=O)CCC3=O)c1)n2C | 2%
O=C(c1cc(S(=O)(=O)N2CCCC2)c[nH]1)N1CCN(c2cccc(Cl)c2)CC1 | -13%
COc1ccccc1CNC(=S)NC1CCCC1 | -7%
CCOC(=O)c1cc(-c2ccc(C)cc2)n(CC(=O)Nc2ccc(OC)c(Cl)c2)c1C | 0%
Cc1ccc(CNC(=O)c2cc(=O)c3cc(C)c(C)cc3o2)cc1 | 0%
CC(=O)Nc1ccc(C(=O)OCC(=O)/C(C#N)=C(\C)N)cc1 | 2%
COc1ccc2c(c1)C(=O)N(Cc1ccccc1)C(=O)C2(C)C | 5%
COc1cc(C(=O)OC2CCOC2=O)c([N+](=O)[O-])cc1OC (stereo unspecified) | 4%
CCOCCCn1c(=N)c(C(=O)NCc2ccco2)cc2c(=O)n3ccccc3nc21 | -5%
CC(C)CCNC(=O)C(=O)Nc1ccc2c(c1)N(S(=O)(=O)c1cccs1)CCC2 | -5%
Cc1cccc(CNC(=O)C2CCN(S(=O)(=O)c3ccc4c(c3)CCCN4C(=O)C3CCC3)CC2)c1 | -3%
Cc1cccc(C)c1NC(=O)COC(=O)c1c2c(nc3ccccc13)/C(=C\c1ccc3c(c1)OCO3)CCC2 | 11%
Fc1ccc(-c2noc3ncnc(N4CCN(c5ccccc5)CC4)c23)cc1 | -14%
COc1ccccc1CN(C)C(=O)c1cc(-c2cccs2)nc2ccccc12 | -2%
CCCCNC(=O)CN1C(=O)CSc2ccc(S(=O)(=O)N3CCC(C)CC3)cc21 | -3%
COc1ccccc1NS(=O)(=O)c1ccc(C)c(NC(=O)NCCCl)c1 | -7%
CC(C)CC1C(=O)N(Cc2cn(Cc3ccco3)nn2)CCS(=O)(=O)N1Cc1ccc(-c2ccc(Cl)cc2)cc1 (stereo unspecified) | 0%
COc1ccccc1-c1noc(CCC(=O)Nc2ccc(C)cc2C)n1 | 3%

Filtered by structure: those above containing a nitro group on carbon (four)
SMILES | aSyn yeast rescue
C/C(=N\NC(=O)COc1ccccc1[N+](=O)[O-])c1cccs1 | -6%
COc1ccc(C(=O)OC(C)C(=O)NC(C)CCc2ccccc2)cc1[N+](=O)[O-] (stereo unspecified) | 1%
CCCN(CCC)S(=O)(=O)c1ccc(Cl)c([N+](=O)[O-])c1 | -2%
COc1cc(C(=O)OC2CCOC2=O)c([N+](=O)[O-])cc1OC (stereo unspecified) | 4%

Reprinted at random: 2 compounds from above
SMILES | aSyn yeast rescue
Fc1ccc(-c2noc3ncnc(N4CCN(c5ccccc5)CC4)c23)cc1 | -14%
COc1ccccc1-c1noc(CCC(=O)Nc2ccc(C)cc2C)n1 | 3%

(more compounds)
SMILES | aSyn yeast rescue
Cc1ccc(NC(=O)C(C)SCC(=O)Nc2ccc(F)cc2)cc1S(=O)(=O)N1CCOCC1 (stereo unspecified) | -43%[inhibitor]
O=C(CC1SC(N2CCOCC2)=NC1=O)Nc1ccc(Cl)cc1 (stereo unspecified) | 3%
COc1cccc(N2CCN(S(=O)(=O)c3cc4c(cc3C)N(C)CCO4)CC2)c1 | -8%
Cc1cc(C)cc(NC(=O)c2ccc(NC3=NC4CS(=O)(=O)CC4S3)cc2)c1 (stereo unspecified) | -6%
Cc1ccc2c(=O)cc(C(=O)Nc3c(C)n(C)n(-c4ccccc4)c3=O)oc2c1 | 3%
CCCOc1ccc(C(=O)Nc2ccc3oc(-c4cccc(Cl)c4Cl)nc3c2)cc1 | -2%
CN(c1ccccc1)S(=O)(=O)c1cccc(NC(=O)c2ccc3ncsc3c2)c1 | 4%
Cc1ccc(NCCC#N)cc1C | -18%
CC(=O)c1cccc(NC(=O)CSC(=O)c2ccccc2)c1 | 6%
COc1cccc(CNC(=O)CCC(=O)n2ncc3cc(C)ccc32)c1OC | 0%
COc1ccccc1NC(=O)Cn1c(=O)n(CCC(=O)NCC2CCCO2)c(=O)c2cc(OC)c(OC)cc21 (stereo unspecified) | -2%
CCCCn1nnnc1SCC(=O)NCc1ccco1 | 8%
Cc1ccccc1CNC(=O)C(=O)NCC(c1ccco1)S(=O)(=O)c1ccccc1 (stereo unspecified) | 8%
Cc1oc(-c2ccc(C(=O)NCCc3ccc(Cl)cc3)cc2)nc1CSc1ccccc1 | 3%
C=CCNC(=S)N/N=C/c1ccc(-c2ccc(Cl)cc2Cl)o1 | -1%
O=C(O)c1cscc1-c1cccc2ccccc12 | 6%
O=S(=O)(NCCc1csc2nc(-c3ccc(F)cc3)nn12)c1ccc(Br)cc1 | 8%
CCOC(=O)/C(=N\Nc1ccc(Br)cc1)N1CC(C)OC(C)C1 (stereo unspecified) | 23%
O=C(NCCC1=CCCCC1)c1cc(S(=O)(=O)N2CCCCC2)ccc1Cl | -4%
O=C1c2oc3ccccc3c(=O)c2C(c2cccc(O)c2)N1CCCN1CCOCC1 (stereo unspecified) | 3%
CC(C)CCNC(=O)c1ccc2c(SCC(=O)O)c3c(nc2c1)CCC3 | 8%
O=C1/C(=C\c2cc(Cl)c(O)c(Cl)c2)SC(=S)N1Cc1ccccc1 | 5%
COc1ccc(C(=O)NCc2nc3ccccc3[nH]2)cc1OC | 2%
CCCc1nc(SC2CCCC2)c2c(=O)n(C)c(=O)n(C)c2n1 | 4%

A run of entries from further up, for reference:
SMILES | aSyn yeast rescue
Cc1ccccc1CNC(=O)C(=O)NCC(c1ccco1)S(=O)(=O)c1ccccc1 (stereo unspecified) | 8%
Cc1oc(-c2ccc(C(=O)NCCc3ccc(Cl)cc3)cc2)nc1CSc1ccccc1 | 3%
C=CCNC(=S)N/N=C/c1ccc(-c2ccc(Cl)cc2Cl)o1 | -1%
O=C(O)c1cscc1-c1cccc2ccccc12 | 6%
O=S(=O)(NCCc1csc2nc(-c3ccc(F)cc3)nn12)c1ccc(Br)cc1 | 8%
CCOC(=O)/C(=N\Nc1ccc(Br)cc1)N1CC(C)OC(C)C1 (stereo unspecified) | 23%

Carrying on.
SMILES | aSyn yeast rescue
Cc1ccc(C(=O)OCC(=O)NNC(=O)c2cccs2)c(O)c1 | 4%
COc1cccc(N2CCN(S(=O)(=O)c3ccc(-c4cc(C(F)(F)F)on4)s3)CC2)c1 | -2%
Cc1ccc(S(=O)(=O)n2cccc2C)cc1 | 7%
O=C(CSc1ccc2nnc(CCNC(=O)c3ccccc3)n2n1)Nc1ccccc1 | -6%
Cc1ccc(C(=O)NCC(c2ccc3c(c2)OCO3)N2CCN(c3ccc(F)cc3)CC2)cc1 (stereo unspecified) | -1%
CC(NC(=O)C1CCN(S(=O)(=O)c2cccc3nonc23)CC1)c1ccccc1 (stereo unspecified) | 0%
Cc1ccc(NC(=O)Cn2c(=O)nc(-c3ccccc3)c3ccccc32)cc1 | 1%
c1ccc2c(c1)Nc1cc3ccccc3cc1S2 | -2%
Cc1ccc(-c2cn3c(n2)sc2cc(C(=O)NC(C)C45CC6CC(CC(C6)C4)C5)ccc23)cc1 (stereo unspecified) | 6%
Cn1c(=O)c2c(SCC(=O)NCC3CCCO3)nc(-c3ccccc3F)nc2n(C)c1=O (stereo unspecified) | -5%
CCC(=O)N1CCc2cc(Br)cc(S(=O)(=O)NCc3cccc(OC)c3)c21 | -3%
COC(=O)C1=C(C)NC(=O)NC1c1cn(-c2ccccc2)nc1-c1ccc(OC)c(Cl)c1 (stereo unspecified) | 11%
C=CCn1cccc(C(=O)Nc2ccc(C)cc2)c1=O | -6%
O=C(/C=C/c1ccco1)Nc1ccccc1C(=O)O | -11%
CNS(=O)(=O)c1ccc(OC)c(-c2nnc3c4ccccc4c(C)nn23)c1 | 4%
COc1ccc(CNC(=O)CN(C)S(=O)(=O)c2ccc3nc(C)sc3c2)cc1 | 0%
Cc1cccc(N(CC(=O)NCCSCc2cccc(Cl)c2)S(=O)(=O)c2ccccc2)c1C | 4%
COc1cccc2c1cc1c(=O)n(CC(=O)N3CCN(c4cccc(Cl)c4)CC3)nc(C)n12 | -6%
COc1ccc(S(=O)(=O)N(C)CC(=O)NCc2ccco2)cc1OC | 6%
CC(=O)N1CCc2cc(S(=O)(=O)NC(Cc3ccccc3)C(=O)Nc3cc(C)cc(C)c3)ccc21 (stereo unspecified) | 8%
COc1ccc(/C=C/C(=O)N2CCC(c3nc4ccccc4o3)CC2)cc1 | 3%
CCOc1ccccc1N1CCN(CC(=O)N(C)CC(=O)Nc2ccccc2CC)CC1 | -4%
CCCCn1c(N)c(N(CC(C)C)C(=O)CCN2C(=O)C3CC=CCC3C2=O)c(=O)[nH]c1=O (stereo unspecified) | -4%
OC(COCc1ccccc1F)CN1CCCCC1 (stereo unspecified) | -6%
Cc1ccc(S(=O)(=O)N2CCN(C(=O)CCN3C(=O)c4ccccc4C3=O)CC2)cc1C | 5%
Cc1ccc(NC(=O)C2CCN(S(=O)(=O)c3cccc4nonc34)CC2)c(Cl)c1 | -8%
Cc1ccc(NC(=O)Cn2ncn3c(cc4ccccc43)c2=O)cc1F | 6%
